High-throughput results (PubChem)
KCNQ2 block – KCNQ2 potassium channel inhibitors, primary screen, cell-based, CHO-K1, FluxOR thallium flux, B-score (AID 2156). Potassium voltage-gated channel subfamily KQT member 2 (Rattus norvegicus), O88943. actives 1.1% (n = 310,000). 20 min; hits give low values. B-score at 10 µM;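 active = fluorescence ratio B-score at most minus 3 library SDs, with starting brightness B-score within 2 library SDs, cut at about -5.5 in these data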
Target sequence (O88943 whole entry, looked up): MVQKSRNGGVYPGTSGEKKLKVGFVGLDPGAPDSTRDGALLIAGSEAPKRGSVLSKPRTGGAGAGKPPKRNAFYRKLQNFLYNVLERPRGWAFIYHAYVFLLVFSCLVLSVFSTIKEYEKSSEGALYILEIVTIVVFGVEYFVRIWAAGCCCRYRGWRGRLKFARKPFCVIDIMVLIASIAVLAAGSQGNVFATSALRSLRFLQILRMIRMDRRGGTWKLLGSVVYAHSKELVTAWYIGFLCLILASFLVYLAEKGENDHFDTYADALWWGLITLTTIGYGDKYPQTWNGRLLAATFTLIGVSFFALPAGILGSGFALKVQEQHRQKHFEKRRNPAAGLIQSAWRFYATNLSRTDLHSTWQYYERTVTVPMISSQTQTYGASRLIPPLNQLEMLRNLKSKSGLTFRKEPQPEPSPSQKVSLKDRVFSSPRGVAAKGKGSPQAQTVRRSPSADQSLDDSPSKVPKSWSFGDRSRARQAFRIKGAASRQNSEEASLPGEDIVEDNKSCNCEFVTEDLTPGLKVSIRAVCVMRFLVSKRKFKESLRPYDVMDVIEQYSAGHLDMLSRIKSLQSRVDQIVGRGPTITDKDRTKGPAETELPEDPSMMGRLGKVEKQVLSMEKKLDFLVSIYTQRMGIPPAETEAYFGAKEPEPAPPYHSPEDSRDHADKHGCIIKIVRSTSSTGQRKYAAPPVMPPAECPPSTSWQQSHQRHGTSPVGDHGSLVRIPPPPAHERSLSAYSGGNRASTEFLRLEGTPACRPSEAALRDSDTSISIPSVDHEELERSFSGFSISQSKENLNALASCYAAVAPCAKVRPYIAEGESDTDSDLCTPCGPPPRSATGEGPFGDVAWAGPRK
OX1R antag – antagonists of human orexin 1 receptor (OX1R). Orexin/Hypocretin receptor type 1 (Homo sapiens), O43613. OX1R-expressing cells, FRET antagonist read-out. inhibition, % at 6.6 µM. actives 1.8% (n = 330,000). AID 485270, 2010; in the data active = inhibition mostly above about 38%, no sharp cut-off; inactive = mostly below about 40%;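 note: 0% = agonist challenge alone and 100% = reference antagonist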
STK33 kinase inh – inhibitors of purified STK33 kinase, primary screen, biochemical, ADP-Glo luminescence, homogeneous, cell-free; Serine/threonine-protein kinase 33 (Homo sapiens), Q9BYT3; MBP phosphorylation; inhibition, % at 10 µM; actives 0.073% (n = 320,000); AID 2661, 2010;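 active = inhibition at or above 25%, using the most active replicate where run in duplicate; inactive = inhibition below 25%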
The depositor's hits bear a star; i = inactive; . = not tested or not shown.

cpd	KCNQ2 block	OX1R antag	STK33 kinase inh	molecule
1	i	9	9.1	COc1ccc(CCNc2ccc(C(CC(N)=O)NC(=O)Cc3ccc(Br)cc3)cc2[N+](=O)[O-])cc1 (stereo not given)
2	i	0	-1.4	COC(=O)/C(C#N)=C/c1c(Oc2cc(C)cc(C)c2)nc2ccccn2c1=O
3	i	35	0.8	COc1ccc(NC(=O)CCC(=O)c2cccs2)cc1S(=O)(=O)Nc1ccccc1Cl
4	i	4	-1.4	Cc1ccccc1S(=O)Cc1ccc(C(=O)NCCCN2CCCCC2)o1 (stereo not given)
5	i	5	-0.4	COc1ccc(N(CC(=O)NCC2CCCO2)C(=O)CCC(=O)Nc2nccs2)cc1 (stereo not given)
6	i	3	0.1	Cc1ccc(NC(=O)CCC(=O)NNC(=O)CCc2ccccc2)c(C)c1
7	i	13	-1.3	O=S(=O)(Cc1ccccc1Cl)N1CCN(Cc2ccc3c(c2)OCO3)CC1
8	i	30	-1.5	CC(C)C[C@H](NC(=O)c1[nH]cnc1C(=O)N[C@@H](Cc1ccccc1)C(=O)OC(C)(C)C)C(=O)OCc1ccccc1
9	.	17	2.8	CN1CCN(C(=O)CCN2C(=O)/C(=C\c3ccc(F)cc3)SC2=S)CC1
10	i	15	-1.7	O=C(NCc1ccccc1)C1=C[C@H](C2CCCCC2)C[C@H](OCCCCO)O1
11	i	10	-2.7	CC(=O)Nc1ccc(-c2csc(Nc3ncccn3)n2)cc1
12	i	13	-0.6	O=C(O)c1cccc(S(=O)(=O)Nc2cccc(S(=O)(=O)N3CCCCCC3)c2)c1
13	.	6	-2.7	CCOC(=O)c1ccc(S(=O)(=O)Nc2cc(S(=O)(=O)Nc3ccc(OC)cc3)ccc2O)cc1
14	i	43	0.9	CC(C(=O)NC1CCCCCC1)N(c1ccccc1)S(C)(=O)=O (stereo not given)
15	i	-1	-2.0	O=C(NCc1cn2ccccc2n1)C1CCC(=O)N(Cc2ccccc2F)C1 (stereo not given)
16	i	29	-1.4	O=C1/C(=C/c2ccco2)Cc2ccccc21
17	i	8	-0.1	COc1ccc(NC(=O)c2ccco2)cc1NC(=O)c1ccco1
18	i	13	-0.7	CC(C)=CCC/C(C)=C/COc1ccc2ccc(=O)oc2c1
19	i	21	-0.7	COc1ccc(CCNCc2c(OC)ccc3ccccc23)cc1OC
20	i	24	0.2	O=C(CCCOc1ccccc1)NC(=S)Nc1ccccc1

Complete entries as entered above.
Record of CC(C)=CCC/C(C)=C/COc1ccc2ccc(=O)oc2c1 → KCNQ2 block = i; OX1R antag = 13; STK33 kinase inh = -0.7
Record of CC(=O)Nc1ccc(-c2csc(Nc3ncccn3)n2)cc1 → KCNQ2 block = i; OX1R antag = 10; STK33 kinase inh = -2.7
Record of COC(=O)/C(C#N)=C/c1c(Oc2cc(C)cc(C)c2)nc2ccccn2c1=O → KCNQ2 block = i; OX1R antag = 0; STK33 kinase inh = -1.4

More results.
cpd	KCNQ2 block	OX1R antag	STK33 kinase inh	molecule
21	i	32	-0.7	COc1ccc(C(=O)NNC(=O)CSc2nnc(C3CC3)n2C)cc1
22	.	4	-0.4	Cc1ccc2nc(SCC(=O)N(C)C3CCS(=O)(=O)C3)[nH]c2c1 (stereo not given)
23	i	7	0.8	CCOC(=O)C(=CNc1ccc(OC)cc1[N+](=O)[O-])C(=O)OCC
24	i	4	-0.6	CC1(C)CC2(CC(c3ccccc3)Oc3cc(O)ccc32)NC(=S)N1 (stereo not given)
25	i	33	1.2	CCc1nnc(NC(=O)CSc2ccc(-c3nc4ccccc4[nH]3)cn2)s1
26	i	8	-1.1	O=C(NCCCN1CCC(Cc2ccccc2)CC1)C1CCN(S(=O)(=O)N2CCC3(CC2)OCCO3)CC1
27	i	6	0.3	Cc1c2cnn(CC(=O)N3CCN(c4ncccn4)CC3)c(=O)c2c(C)n1Cc1ccc(F)cc1
28	-9*	33	7.5	CN1CCN(C2=C(Cl)C(=O)C(c3cnc(N4CCCCC4)s3)=C(Cl)C2=O)CC1
29	i	5	0.0	CCc1cc(=O)oc2cc(C)cc(OC(C)C(=O)NCCCN3CCOCC3)c12 (stereo not given)
30	i	16	-1.4	COC(=O)c1ccn(C(=O)c2ccc(Cl)cc2)n1
31	i	0	-0.2	Cc1ccc(C(=O)Nn2cnnc2)cc1Cl
32	i	10	0.8	COc1ccc(-n2c3c(cc(C(=O)N4CCN(CCO)CC4)c2=O)C(=O)CC(C)(C)C3)cc1
33	i	18	-0.9	COc1ccc(CC(=O)OCC(=O)NC(=O)NC2CCCCC2)cc1
34	i	2	-1.1	OC(Cn1cnnc1)c1ccccc1 (stereo not given)
35	i	8	-3.2	O=C(NCCCn1ccnc1)c1ccc(N2CCCCCC2)c([N+](=O)[O-])c1
36	i	2	-0.6	Cc1c(NC(=O)c2ccccc2NC(=O)COc2ccccc2)cccc1C(=O)O
37	i	-2	-3.7	Cc1c(NC(=O)Nc2ccc(F)cc2)c(=O)n(-c2ccccc2)n1C
38	i	10	-1.2	Cc1cccc(NN=C2c3ccccc3-c3ccccc32)c1
39	i	5	-1.2	O=[N+]([O-])/C(C(Cl)=C(Cl)Cl)=C1\Nc2ccccc2O1
40	i	17	0.0	CC(C)(C)S(=O)(=O)c1cnc2c(-c3ccc(F)cc3)cnn2c1N
41	i	7	-3.9	COc1ccc(OC)c(C(=O)COC(=O)CNC(=O)C2CCCCC2)c1
42	i	.	-0.4	O=C(NCc1c(O)ccc2ccccc12)c1ccccc1
43	i	7	0.8	COc1ccc(CNC(=S)N/N=C/c2ccncc2)cc1
44	i	15	0.0	COc1ccc(-c2[nH]ncc2/C=N\NS(=O)(=O)c2ccccc2)cc1OC
45	i	14	-1.6	Fc1ccccc1N1CCN(CCCc2ccccc2)CC1
46	i	17	-0.3	CC1(C)Cc2c(c(-c3ccccc3)nc(N3CCOCC3)c2C(N)=O)CO1
47	i	1	-0.3	N#Cc1c(/N=C/c2cccnc2)sc2c1CCCC2
48	.	1	1.6	Cc1ccc(C)c(S(=O)(=O)Nc2ccc3cn[nH]c3c2)c1
49	.	29	-0.3	CC(C)N(Cc1ccccc1)C(=O)COC(=O)c1cc(S(=O)(=O)N(C)C)ccc1N1CCCC1
50	i	17	.	CC/C(=N/Nc1ccc(Cl)cc1)c1cnnc(SC)n1
51	i	13	-1.1	COC(=O)c1ccc(COc2ccc(C)cc2[N+](=O)[O-])o1
52	i	3	-0.9	CCCCNC(=O)C1c2ccccc2C(=O)N(c2ccc(OC)cc2)C1c1ccc(OC)cc1 (stereo not given)
53	i	13	0.1	C=CCNC(=O)C(=O)c1cccn1-c1ccsc1C(=O)OC
54	i	8	-0.3	CCOC(=O)c1c(C)[nH]c(C)c1S(=O)(=O)NCC1CCN(Cc2cccc(F)c2)CC1
55	i	11	-0.7	Cc1ccccc1NC(=O)C1c2cccc[n+]2CC(=O)N1Cc1ccc2c(c1)OCO2 (stereo not given)
56	i	10	-0.3	O=C(Cc1ccccc1)NCc1cccnc1
57	i	5	0.5	COc1cccc(N2CCN(C(C)C(=O)NC34CC5CC(CC(C5)C3)C4)CC2)c1 (stereo not given)
58	i	2	-0.6	Cc1ccc2oc(-c3cccc(NC(=O)Cn4cnc5c(=O)n(C)c(=O)n(C)c54)c3)nc2c1
59	i	5	-1.3	O=C(OCC(=O)N1CCc2ccccc21)c1ccc[n+]([O-])c1
60	i	3	0.1	COc1ccc(COc2ccc(S(=O)(=O)N3CCCC3)cc2C(N)=O)cc1F
61	i	18	-1.3	CCOC(=O)c1c(C)n(C)c2ccc(OC)c(NC(=O)CN3CCSCC3)c12
62	i	20	-0.8	CCOc1ccccc1NC(C)C(=O)Nc1cc(C(F)(F)F)ccc1N1CCOCC1 (stereo not given)
63	i	2	-0.1	Cc1nnc(N/N=C/c2ccccn2)[nH]c1=O
64	i	21	1.0	COc1ccc(N(C(=O)c2ccco2)C(C(=O)NC2CCCCC2)c2cccs2)cc1OC (stereo not given)
65	i	2	-1.6	Cc1nn(C)c(C)c1CNC(=O)c1cnn2c1NC(c1ccccc1)CC2C(F)(F)F (stereo not given)
66	i	31	-2.1	Cc1cc(C(F)(F)F)nc(-n2cc(-c3ccccc3)nn2)n1
67	i	16	-0.8	O=C(Cc1ccccc1)NN1C(=O)C2C3C=CC([C@@H]2C1=O)C31CC1 (stereo not given in full)
68	i	4	1.7	CS(=O)(=O)N(CC(=O)N1CCCCCC1)c1ccc(Br)cc1
69	i	14	0.0	CC(/C=N/NC(=O)CSc1n[nH]c(=O)[nH]c1=O)=C\c1ccccc1
70	.	-1	0.7	O=C(CN1CSCC1=O)N1CCN(S(=O)(=O)c2ccc(Cl)cc2)CC1
71	i	17	0.5	Cc1ccc(CNC(=O)c2ccc3c(=O)[nH]c4c(C(=O)NCC5CCCO5)sc(=S)n4c3c2)cc1 (stereo not given)
72	i	8	-0.5	CCCCN(CCCC)C(=O)c1sc2nc(N3CCOCC3)c3c(c2c1N)CCCC3
73	i	9	-1.9	COc1cc(/C=C/C(=O)OCC(=O)NCc2cccs2)ccc1OCC#N
74	i	9	-0.9	CCCN1CCN(CCCNC(=O)c2ccccc2NC(=O)C2=C(C)OCCS2)CC1
75	.	7	-1.0	CCOC(=O)N1CCN(C(=O)c2cnc(Nc3ccccc3OC)c3ccccc23)CC1
76	i	18	-1.0	CC1=NN(c2ccc(C(=O)O)cc2)C(=O)/C1=C\c1ccc(OC(=O)c2cccs2)cc1
77	i	40*	4.1	COc1ccc(NC(=O)Nc2cccc3cccnc23)cc1
78	i	32	-0.8	CNC(=O)CN(c1cc([N+](=O)[O-])ccc1OC)S(C)(=O)=O
79	i	10	-0.5	COc1ccc(-c2nc3c(-c4ccc(Cl)cc4)cnn3cc2C)cc1F
80	i	10	-0.5	Cc1cc(NC(=O)CCC(=O)N(CC(=O)NCC2CCCO2)Cc2ccc(F)cc2)no1 (stereo not given)

Limited to OX1R antag (3 entries from above):
nr | molecule | OX1R antag
61 | CCOC(=O)c1c(C)n(C)c2ccc(OC)c(NC(=O)CN3CCSCC3)c12 | 18
62 | CCOc1ccccc1NC(C)C(=O)Nc1cc(C(F)(F)F)ccc1N1CCOCC1 (stereo not given) | 20
63 | Cc1nnc(N/N=C/c2ccccn2)[nH]c1=O | 2

(next part)
cpd	KCNQ2 block	OX1R antag	STK33 kinase inh	molecule
81	-5.8*	17	-2.1	CCC(=Nc1ccccc1OC)C1=C(O)CC(c2ccccc2)CC1=O (stereo not given)
82	i	21	-0.5	COc1ccc(OC)c(/C=C2\SC(N3CCCC(C)C3)=NC2=O)c1 (stereo not given)
83	i	1	0.2	O=C(NNC(=S)Nc1ccccc1)C1CCCCC1
84	i	2	-0.1	CC(C)(C)NC(=O)C(c1ccncc1)N(Cc1cccs1)C(=O)Cn1nnc(-c2cccs2)n1 (stereo not given)
85	i	2	0.3	Cc1cc(Nc2c(C)n(C)n(-c3ccccc3)c2=O)c2ccccc2n1
86	i	4	-1.2	COc1ccc(C2C=C(c3ccccc3)Nc3nnnn32)cc1 (stereo not given)
87	i	10	1.3	CCN(CC)CCCCCOc1ccccc1OC
88	i	3	-0.6	COc1ccc(NCCC#N)cc1
89	.	3	-0.8	CCOc1ccc(S(=O)(=O)Nc2cccc(C(=O)NCCCN3CCOCC3)c2)cc1
90	i	9	-3.2	Cc1cc(C)n(CNc2nc(C(F)(F)F)cs2)n1
91	.	-1	0.3	CCN(C[C@H]1N[C@@](C)(C(=O)OC)[C@H]2C(=O)N(Cc3ccccc3)C(=O)[C@@H]12)S(=O)(=O)c1ccc(C(C)(C)C)cc1
92	i	21	-0.5	O=C(CSc1nccc(=O)[nH]1)Nc1ccc(F)c([N+](=O)[O-])c1
93	i	30	0.5	COc1ccc(C(=O)C2CCCN(Cc3ccc(C#CCCO)cc3)C2)cc1F (stereo not given)
94	i	31	1.2	C/C(=N\NC(=O)C1(C)CC1(Br)Br)c1ccc([N+](=O)[O-])cc1 (stereo not given)
95	i	16	0.6	O=C(Cc1ccccc1)Nc1cccnc1
96	i	28	0.8	COc1cc(/C=C/C(=O)Nc2cc(S(=O)(=O)N3CCOCC3)ccc2N2CCCC2)cc(OC)c1OC
97	i	5	-1.2	O=C(NC1CCN(S(=O)(=O)c2ccc(Cl)c(F)c2)CC1)c1cccnc1
98	.	3	-0.9	COc1cc(OC)cc(C(=O)N[C@H](C(=O)Nc2c(C)n(C)n(-c3ccccc3)c2=O)C(C)C)c1
99	i	-2	0.3	CCN(CC)S(=O)(=O)c1ccc(N2CCOCC2)c(NC(=O)CN2C(=O)NC(C)(c3ccccc3)C2=O)c1 (stereo not given)
100	i	9	0.0	CCOc1ccc(C(=O)OCc2nnc(-c3cccs3)o2)cc1OC
101	i	2	-3.0	C=CCn1c(=NC(=O)c2cc(Cl)sc2Cl)sc2cc(S(N)(=O)=O)ccc21
102	i	11	0.2	Cn1cc(-c2nnnn2-c2ccc(Cl)cc2)c(C(F)(F)F)n1

Two compounds picked at random from the list so far:
cpd	KCNQ2 block	OX1R antag	STK33 kinase inh	molecule
85	i	2	0.3	Cc1cc(Nc2c(C)n(C)n(-c3ccccc3)c2=O)c2ccccc2n1
84	i	2	-0.1	CC(C)(C)NC(=O)C(c1ccncc1)N(Cc1cccs1)C(=O)Cn1nnc(-c2cccs2)n1 (stereo not given)
